ERp5 block – inhibitors of human ERp5; inhibition, % at 9.99 µM; AID 651711; ERp5 insulin aggregation, absorbance 650 nm, 90 min; Q15084; actives 0.05% (n = 350,000);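 active means mean replicate inhibition above about 25%, with every replicate also reaching it, limit read from the data, passing the limit was not always enough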
E-sel inducer – E-selectin induction on HUVECs; HUVEC E-selectin immunofluorescence imaging; normalized: neutral wells 0, TNF-alpha wells 100; activation, % at 7.58 µM; AID 686992; P16581; actives 0.37% (n = 260,000);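 active means mean E-selectin-positive cell signal at least 10% of the positive control, reached in at least 60% of replicates, without over 20% cell loss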;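 further: in these data hits start at about 27%; measured in HUVEC primary endothelial cells; signal is the percent of cells scored E-selectin positive by PE staining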
Target sequence (P16581 whole entry, looked up): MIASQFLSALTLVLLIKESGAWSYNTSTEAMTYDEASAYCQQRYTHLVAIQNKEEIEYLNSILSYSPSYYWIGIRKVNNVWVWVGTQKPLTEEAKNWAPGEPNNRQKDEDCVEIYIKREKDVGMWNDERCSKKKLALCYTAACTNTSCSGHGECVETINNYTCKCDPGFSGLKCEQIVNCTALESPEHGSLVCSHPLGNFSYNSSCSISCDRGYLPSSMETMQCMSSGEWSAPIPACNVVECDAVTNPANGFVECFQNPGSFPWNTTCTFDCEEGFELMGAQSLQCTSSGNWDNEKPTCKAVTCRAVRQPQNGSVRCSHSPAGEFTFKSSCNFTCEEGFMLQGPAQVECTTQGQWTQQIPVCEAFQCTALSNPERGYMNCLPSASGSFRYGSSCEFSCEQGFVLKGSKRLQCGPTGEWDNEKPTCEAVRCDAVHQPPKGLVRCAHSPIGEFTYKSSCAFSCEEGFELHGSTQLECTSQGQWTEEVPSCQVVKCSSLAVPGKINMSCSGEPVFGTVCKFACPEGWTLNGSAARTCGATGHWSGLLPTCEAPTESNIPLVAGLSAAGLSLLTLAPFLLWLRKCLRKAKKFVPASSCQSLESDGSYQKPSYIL
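Assay system: HUVEC, human umbilical vein endothelial cells / Amount: 3,000 HUVEC/well / Controls: TNF-alpha positive control, DMSO neutral control / Compound dosing: single concentration / Medium: EGM-2 over gelatin coat / Evaluation: percent E-selectin-positive cells / Signal: immunofluorescence imaging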
esBAF inh – inhibitors of esBAF chromatin remodeling in mouse ES cells. actives 2% (n = 350,000). AID 602393. Bmi1-luciferase knock-in reporter, 24 h; 100% = twice the neutral-well signal. reporter increase, % at 12.5 µM; in the data active means activation above about 40%;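 further: 0% = median of the plate's neutral control wells and 100% = double that signal; a rise in the Bmi1 reporter signal indicates esBAF inhibition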
ARNT TACC3 PPI – disrupts binding between human ARNT and TACC3 | AlphaScreen His-ARNT PAS-B/GST-TACC3 binding, luminescence; TACC3 fragment carries E629A point mutation | inhibition, % at 9.99 µM | actives 0.66% (n = 390,000) | AID 623870;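 active means mean inhibition of replicates at least 50% and at least half of replicates each reaching 50%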;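 further: 0% = complete ARNT plus TACC3 wells and 100% = ARNT alone without TACC3; many hits fall short of the cut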
RAD54 branch – inhibitors of human RAD54 branch migration; actives 0.14% (n = 360,000); inhibition, % at 10.4 µM; RAD54 Holliday junction branch migration, FAM/BHQ fluorescence;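 active means mean normalized replicate activity at least 40 and at least half of replicates scoring 40 or more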;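 further: 0% = median of neutral control wells and 100% = median of positive control wells; inhibitors cause a drop in the FAM fluorescence signal; in these data hits start at about 50%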
PglD inh – PglD (C. jejuni) enzyme inhibition | purified PglD enzyme, DTNB colorimetric CoA detection | inhibition, % at 12.5 µM | actives 0.098% (n = 360,000) | AID 602405; in the data active means inhibition above about 16%, passing the limit was not always enough; further: strong numbers were not always called active
Casp6 inh – blocks human caspase-6 cleavage activity. AID 686996. P55212. inhibition, % at 12.5 µM. purified caspase-6, Z-VEID-R110 cleavage fluorescence. actives 0.53% (n = 350,000);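 active means mean inhibition across replicates at least about 35%, with every replicate also reaching that limit, limit read from the data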;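 further: 0% = median of neutral control wells and 100% = no fluorescence left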
RAD52 anneal inh – blocks human RAD52 DNA annealing; P43351; recombinant RAD52 DNA annealing, FRET fluorescence; inhibition, % at 18.7 µM; actives 0.46% (n = 360,000); AID 651710;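 active means every replicate showing at least 50% inhibition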
Target sequence (P43351 whole entry, looked up): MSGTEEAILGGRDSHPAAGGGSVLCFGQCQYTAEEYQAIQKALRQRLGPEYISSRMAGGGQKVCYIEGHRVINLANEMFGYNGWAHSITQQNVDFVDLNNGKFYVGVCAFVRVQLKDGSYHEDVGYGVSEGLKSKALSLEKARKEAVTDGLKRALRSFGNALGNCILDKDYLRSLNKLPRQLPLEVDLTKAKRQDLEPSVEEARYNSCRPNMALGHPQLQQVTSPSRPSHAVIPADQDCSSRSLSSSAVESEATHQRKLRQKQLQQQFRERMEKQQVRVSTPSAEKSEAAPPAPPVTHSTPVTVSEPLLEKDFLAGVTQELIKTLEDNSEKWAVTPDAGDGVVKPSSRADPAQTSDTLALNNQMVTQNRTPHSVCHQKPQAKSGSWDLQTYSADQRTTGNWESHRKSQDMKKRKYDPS
* hit, by the source's call; / = not tested or not shown.

SMILES	ERp5 block	E-sel inducer	esBAF inh	ARNT TACC3 PPI	RAD54 branch	PglD inh	Casp6 inh	RAD52 anneal inh
CCCCC(=O)NC(=S)Nc1cc([N+](=O)[O-])ccc1OC	-1	4.9	-7	-1	10	-2	-1	-30
CC(C)(C)Oc1ncc(Br)c(OC(C)(C)C)n1	/	/	-2	-5	-10	4	/	/
COc1ccc(-c2cc(C(F)(F)F)nc(N3CCOCC3)n2)cc1	/	/	-18	-11	-3	1	/	/
C[C@@H]1O[C@@H](O[C@@H]2C(=O)c3c(O)cc(O)cc3O[C@H]2c2ccc(O)c(O)c2)[C@H](O)[C@H](O)[C@H]1O	-1	-0.1	-6	-1	2	1	/	-13
CN(C)C(=O)C[C@@H]1CC[C@H]2[C@H](COc3ccc(NC(=O)Nc4cccc(Cl)c4)cc3C(=O)N2C)O1	-7	0.2	-3	9	3	0	0	1
COc1ccc2nc(N=Nc3ccc(O)c4ccccc34)sc2c1	-4	/	/	0	/	/	0	4
COc1cc(NC(=O)CSC(=S)N2CCCC2)c(OC)cc1Cl	-3	0.6	1	-8	14	0	5	-12
O=C(N[C@H]1CC[C@@H](CC(=O)N2CCC(Cc3ccccc3)CC2)O[C@@H]1CO)c1cnccn1	-4	-0.3	8	1	-7	-3	1	-1
COc1ccc([Si](C)(C)[C@@H]2[C@@H](CC(=O)N3Cc4ccccc4C[C@H]3CO)O[C@]3(C(=O)N(C)c4c(Br)cc(C)cc43)[C@H]2C)cc1	-5	/	/	15	-8	2	1	4
COC(=O)C[C@@H]1CC[C@H]2[C@@H](COc3ccc(NC(=O)c4cc(F)cc(F)c4)cc3C(=O)N2C)O1	/	0.2	4	-7	0	-2	/	/
CN(C)C(=O)c1ccc(-c2cccc(-c3nc(C(=O)NC4CCCC4)cc4c3[C@H](CCO)N([S@@](=O)C(C)(C)C)C4)c2)cc1	-3	0.4	6	9	5	-3	-3	-11
COc1ccc(NC(=O)C/C(C)=N/NC(=O)CCc2ccccc2)c(OC)c1	2	0.4	0	25	6	-4	/	-5
COc1cc(C(=O)NCc2cccs2)ccc1OCc1c(C)noc1C	-4	/	0	/	2	1	-1	-10
CC(Oc1ccc(Br)cc1)C(=O)O/N=C(\N)c1ccncc1 (stereo unspecified)	2	-0.1	3	/	5	9	1	-3
CC(=O)c1cccc(OCC(=O)N(Cc2ccco2)c2c(N)n(Cc3ccccc3)c(=O)[nH]c2=O)c1	-2	-0.4	7	-5	-9	-2	3	-26

Structures shown so far containing fluorine (two):
SMILES	ERp5 block	E-sel inducer	esBAF inh	ARNT TACC3 PPI	RAD54 branch	PglD inh	Casp6 inh	RAD52 anneal inh
COc1ccc(-c2cc(C(F)(F)F)nc(N3CCOCC3)n2)cc1	/	/	-18	-11	-3	1	/	/
COC(=O)C[C@@H]1CC[C@H]2[C@@H](COc3ccc(NC(=O)c4cc(F)cc(F)c4)cc3C(=O)N2C)O1	/	0.2	4	-7	0	-2	/	/

Carrying on.
SMILES	ERp5 block	E-sel inducer	esBAF inh	ARNT TACC3 PPI	RAD54 branch	PglD inh	Casp6 inh	RAD52 anneal inh
CCOc1cc(/C=N/NC(=O)Cn2nc([N+](=O)[O-])cc2C)ccc1OCc1ccc(F)cc1	/	/	6	2	-10	-3	/	/
Cc1ccc(-c2n[nH]c(=O)c3ccccc23)cc1S(=O)(=O)N(C)CCO	/	/	1	-2	9	3	/	/
COc1ccc2c(c1)N(C(=O)CSc1n[nH]c(C)n1)C(C)(C)C=C2C	/	/	8	4	-3	1	/	/
COc1ccc(/C=C(\C#N)C(=O)NCc2ccccc2)cc1O	1	/	2	12	-4	5	4	-3
C=CCNC(=O)C1CC(c2cccc(OC)c2)=NO1 (stereo unspecified)	/	/	3	3	-5	2	/	/
COc1ccc(N2CSC3=C(C#N)C(c4ccc(OC)c(OC)c4)CC(=O)N3C2)c(OC)c1 (stereo unspecified)	-12	0.2	10	14	-8	5	10	-26
COc1cc(NC(=O)CSc2c3c(nc4ccccc24)CCC3)cc(OC)c1OC	0	-1.3	/	-1	-5	0	0	-10
CO[C@@H]1CN(C)C(=O)c2ccc(NC(=O)c3cc(C)on3)cc2OC[C@H](C)N(C(=O)C2CC2)C[C@H]1C	-2	0.0	-4	-11	-4	-1	4	-12
CC(=O)N1c2ccc(S(=O)(=O)NCCC(=O)Nc3ccc(C)c(F)c3)cc2CC1C (stereo unspecified)	-7	/	-10	-2	-6	0	2	4
COc1ccc(NC(=O)N(C)C[C@H]2OCCCC[C@H](C)Oc3ccc(NC(=O)NC(C)C)cc3C(=O)N([C@@H](C)CO)C[C@@H]2C)cc1	7	-0.2	2	-1	-3	1	1	3
C[C@@H]1CN([C@@H](C)CO)C(=O)c2cc(NS(=O)(=O)c3cccs3)ccc2O[C@H]1CN(C)C	8	0.2	0	-4	10	0	2	-21
COC(C[C@H](O)C[C@H](O)COCc1ccccc1)OC	1	0.3	-5	-4	-4	5	2	-4
Cn1c(=O)n(C)c2cc(S(=O)(=O)Nc3ccccc3O)ccc21	5	/	11	-1	-1	4	3	-10
C[C@H](CO)N1C[C@H](C)[C@H](CN(C)C(=O)Cc2ccccn2)Oc2cc(-c3ccc(C(=O)N(C)C)cc3)ccc2S1(=O)=O	-4	-0.2	-2	9	4	-4	1	14
CSCCNC(=O)C1(C)CCN1C(=O)c1cc(C)n(C)n1 (stereo unspecified)	0	-0.1	1	/	-11	-5	1	-14
C[C@@H]1CCCCO[C@@H](CN(C)S(C)(=O)=O)[C@H](C)CN([C@@H](C)CO)C(=O)c2cc(NS(=O)(=O)c3ccccc3)ccc2O1	4	-0.1	2	-8	4	3	1	-1
CSc1nc2c(c(=O)[nH]1)C(c1cccc(Br)c1)CC(=O)N2 (stereo unspecified)	0	/	/	-1	/	/	-6	-5
CCc1cccc(NC(=O)Nc2cccs2)c1	/	/	59*	-11	-2	3	/	/
O=C(C[C@@H]1CC[C@H](NC(=O)c2cccc(F)c2)[C@H](CO)O1)NCCN1CCCC1	-3	-0.5	2	0	5	3	-11	0
CCn1c(-c2ccncc2)n[nH]c1=S	-3	/	/	-6	-9	4	-3	-9
CCn1c(SCC(=O)Nc2cc(F)ccc2C)nnc1-c1ccccc1O	/	/	-7	-1	0	0	/	/
CCC(=O)N1CCc2cc(Br)c(S(=O)(=O)NCCN3CCCCC3CC)cc21 (stereo unspecified)	5	0.0	/	1	/	/	-8	-17
C[C@@H]1CN([C@H](C)CO)C(=O)c2cc(C#Cc3ccc(F)cc3)cnc2O[C@@H]1CN(C)C(=O)Nc1ccc(F)cc1	8	-0.2	-5	17	1	1	-2	-18
CC(C)(C)c1cc(Br)c(O)c(N=Nc2ccc(S(=O)(=O)N3CCOCC3)cc2)c1	0	/	-4	9	-1	-1	-1	-12
CC(=O)/C=C/c1ccccc1O	-2	4.9	/	-1	0	1	0	-10
O=C(COC(=O)COc1ccc(Cl)cc1)NCCNC(=O)COC(=O)COc1ccc(Cl)cc1	0	0.1	-5	-2	3	3	-1	-7
COc1ccc(N2CCN(C(=S)NC(C)c3ccccc3)CC2)cc1 (stereo unspecified)	1	/	/	2	/	/	1	-7
CC(C)(C)NC(=O)COC(=O)/C=C/c1ccc(F)cc1	4	/	/	-7	/	/	-2	-5
C[C@@H]1CN([C@H](C)CO)C(=O)c2cccc(NC(=O)Nc3ccc4c(c3)OCO4)c2O[C@H]1CN(C)S(C)(=O)=O	-4	-0.3	5	-2	4	1	1	1
COc1cc(OC)cc(C(=O)N2CCC(N3CCN(c4ccccc4OC)CC3)CC2)c1	-1	1.5	/	-8	/	/	-10	-12

2 neighbouring compounds already listed, for reference:
SMILES	ERp5 block	E-sel inducer	esBAF inh	ARNT TACC3 PPI	RAD54 branch	PglD inh	Casp6 inh	RAD52 anneal inh
C[C@@H]1CN([C@H](C)CO)C(=O)c2cccc(NC(=O)Nc3ccc4c(c3)OCO4)c2O[C@H]1CN(C)S(C)(=O)=O	-4	-0.3	5	-2	4	1	1	1
COc1cc(OC)cc(C(=O)N2CCC(N3CCN(c4ccccc4OC)CC3)CC2)c1	-1	1.5	/	-8	/	/	-10	-12

More results follow.
SMILES	ERp5 block	E-sel inducer	esBAF inh	ARNT TACC3 PPI	RAD54 branch	PglD inh	Casp6 inh	RAD52 anneal inh
COc1cccc(NC(=O)CSc2nc3n[nH]c(C)c3c(=N)n2-c2cccc(OC)c2)c1	/	/	3	4	7	-4	/	/
NC(=O)c1ccc(N2CCN(c3ncc(C(F)(F)F)cc3Cl)CC2)cc1	-3	1.1	-4	4	11	9	-2	-13
CN(C)S(=O)(=O)c1ccc2c(c1)C(CC(=O)O)NC2=O (stereo unspecified)	/	/	-7	-5	-1	-3	/	/
CN(C)C(=O)C[C@H]1CC[C@H]2[C@@H](COc3ccc(NC(=O)C4CCCC4)cc3C(=O)N2C)O1	-3	-0.1	/	/	/	/	0	8
CCNC(=O)N(CC)C[C@H]1N[C@@](C)(C(=O)OC)[C@H]2C(=O)N(C)C(=O)[C@@H]12	0	0.0	-1	-7	-19	-1	/	6
CCNC(=O)C[C@H]1CC[C@@H]2[C@@H](COc3ccc(NC(=O)c4cscn4)cc3C(=O)N2C)O1	0	0.6	-12	/	-9	1	0	13
O=C(COC(=O)CCC1CCCC1)Nc1ccccc1OC(F)F	2	-0.6	/	-10	/	/	1	-18
COc1ccccc1NC(=O)N[C@@H]1CC[C@H](CCNC(=O)c2ccc3c(c2)OCO3)O[C@H]1CO	6	0.0	-5	-7	5	1	-5	-5
Cc1cc(C)cc(-n2c(SCC(=O)NCc3ccco3)nc3ccccc3c2=O)c1	/	/	13	-4	-2	2	/	/
COc1ccc(-c2nnc(Sc3nc4ccccc4o3)c3ccccc23)cc1	-2	/	-66	-1	/	/	0	-15
NCC[C@H]1CC[C@H](NC(=O)C2CCC2)[C@@H](CO)O1	-3	0.2	-3	-8	2	2	-2	-3
Cn1cnc(CCNC(=O)C[C@@H]2CC[C@H]3[C@@H](COC[C@H](O)CN3C(=O)Nc3ccc(Cl)cc3)O2)c1	3	0.2	4	27	12	7	1	12
O=C(c1cn(-c2ccccc2)nc1-c1ccccc1)N1CCOCC1	/	/	6	-5	-5	0	/	/
Cc1noc(C)c1S(=O)(=O)N1CCCC(C(=O)NCCC2=CCCCC2)C1 (stereo unspecified)	/	/	12	-4	0	1	/	/
CC(C)C#Cc1ccc2c(c1)O[C@H](CN(C)C(=O)c1ccncc1)[C@H](C)CN([C@H](C)CO)S2(=O)=O	18	0.1	7	-2	10	-5	-1	-5
NC(=O)c1ccc2c(=O)c(O)c(-c3cc(Cl)c(N)c(Cl)c3)[nH]c2c1	1	-0.2	-5	10	8	1	-3	-4
CC(C)OCCCNC(=O)c1ccc(CN2CCc3ccccc3C2)cc1	2	-0.1	6	-9	3	6	-1	-1
C[C@H](CO)NC(=O)[C@@H]1C[C@H]1[C@@H](NP(=O)(c1ccccc1)c1ccccc1)c1ccccc1	-5	/	2	0	0	-5	0	-14
CC1CCc2c(C(=O)NCc3ccco3)csc2C1 (stereo unspecified)	4	-0.5	/	-3	/	/	5	-8
O=C(C1CC(=O)N(c2ccc(Br)cc2)C1)N1CCCC1 (stereo unspecified)	3	-0.6	1	-5	-4	3	0	-4
Cc1ccc(CCC(=O)Nc2ccc([N+](=O)[O-])cc2)o1	4	0.0	-2	/	11	-4	2	0
Fc1cccc(F)c1-n1c(CN2CCCCC2)csc1=S	0	/	/	9	/	/	2	-7
Cn1ccsc1=NC(=O)c1cc(S(=O)(=O)N2CCOCC2)ccc1F	8	0.2	/	4	/	/	1	-17
CCN1CCCC1CNC(=O)C(=O)NC(C)c1ccccc1 (stereo unspecified)	6	0.8	-4	-5	-11	4	6	-18
O=C(COC(=O)/C=C/c1ccc(OC(F)F)cc1)Nc1ccc(N2CCOCC2)cc1	-2	0.0	3	1	/	/	0	-3
C=CCN1C=C2C(=O)C(C)(OC(=O)C3CCCC3)C(=O)C=C2C=C1c1ccsc1 (stereo unspecified)	0	1.5	-4	-2	-8	-2	4	-27

Screening results as filed in PubChem BioAssay.
